Lipid storage S3 = qHTS Assay for Lipid Storage Modulators in Drosophila S3 Cells; AID 2685; 320,000 tested, 0.64% active; lipid storage change, negative = inhibition, % at the top dose, mostly 46.1 µM; hits show Potency in µM; Drosophila S3 cells, BODIPY lipid droplet fluorescence, 18-24 h; cells fed with added oleic acid; active = well fitted inhibition curve with a large enough effect in the signal ratio, with a control signal flat, not every such curve was filed as active; inconclusive = small, poorly fitted or top-dose-only effect, or effect the other way, or a change in a side signal; the % refers to the signal ratio
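Drosophila S3 cells got compounds at several concentrations plus oleic acid (400 uM solution). Laser-scanning cytometry with 488 nm excitation read lipid droplets at 500-530 nm and cells at 575-640 nm. Percent activity was relative to 20 uM Triacsin C.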
Lipid storage S3 cell count max = recorded beside Lipid storage S3, whose call it bears; cell number change, %; measured here: cell count max response;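 cells counted by Cell Tracker Red CMTPX staining in the red channel; peak over a dose series mostly up to 46.1 µM; percent activity relative to internal control wells on each plate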
Starred values were filed as active, the others as inactive; i = inactive; ? = inconclusive; / = no result given. % is set by controls: 0 for no effect and ±100 for the full control effect; potency is the fitted concentration of half-maximal effect.

Screens in order: Lipid storage S3 cell count max	Lipid storage S3
CC(C)N1CCC(N2CCN(Cc3ccc(-c4ccc(Cl)cc4)o3)CC2CCO)CC1 (stereo not drawn)
  /	?
CC(Oc1ccc2c(c1)oc(=O)c1ccccc12)C(=O)NCC1CCC(C(=O)O)CC1 (stereo not drawn)
  /	?
COc1ccc(N2CC(NC(=O)N(C)CCC#N)CC2=O)cc1 (stereo not drawn)
  6	0%
Cn1c2cc(Br)sc2c2cnn(Cc3ccc(F)cc3)c(=O)c21
  22	28%
CN(CC(=O)Nc1ccc(N2CCOCC2)cc1)C(=O)C1CCCC1
  /	?
Cc1cccc(NC(=O)/C(C#N)=C/c2ccc(Cl)cc2)n1
  10	0%
O=C(OCCN1C(=O)c2ccccc2C1=O)c1cc2ccccc2o1
  -18	5%
CCOC(=O)CSc1nnc(NC(=O)c2cccc(S(=O)(=O)N3CCCCC3)c2)s1
  -16	i
COc1ccc(/C=N/NS(=O)(=O)c2ccc(F)cc2)cc1COc1cc(F)ccc1[N+](=O)[O-]
  /	?
COc1cccc(NC(=O)C2CCCN(c3ncnc4c3nc3n4CCCCC3)C2)c1 (stereo not drawn)
  /	?
CCOC(=O)N1CCN(C(=O)Cc2ccc(C)cc2)CC1
  /	?
O=C(NCCSCc1ccccc1)c1cc(S(=O)(=O)N2CCOCC2)ccc1F
  -3	14%
COc1ccc(C(C)(C)C)cc1NC(=O)C1CC=CCC1C(=O)O (stereo not drawn)
  /	?
NS(=O)(=O)c1ccc(CCNC(=O)COC(=O)C2CCC2)cc1
  /	?
O=S(=O)(Nc1ccc(N2CCCCC2)cc1)c1cccs1
  /	?
N=c1sccn1CC(=O)Nc1cccc(S(=O)(=O)N2CCCCCC2)c1
  /	?
CCOc1ccc(NC(=O)CN(C)C(=O)c2nc3nc(C)cc(C)n3n2)cc1OCC
  /	?
c1ccc(OCCOc2ncnc3ccccc23)cc1
  /	?
CC(=O)Nc1cccc(C(=O)N/N=C/c2c[nH]c3ccccc23)c1
  17	i
CCCCC(C)(O)C/C=C/[C@H]1[C@H](O)CC(=O)[C@@H]1CCCCCCC(=O)OC (stereo partly drawn)
  -1.2*	23µM*
Cc1ccc(C(C)NC(=O)/C(C#N)=C\c2c(C)[nH]c3ccccc23)cc1 (stereo not drawn)
  /	?
CC(C)C[C@H](NC(=O)c1[nH]cnc1C(=O)Nc1ccccc1)C(=O)OC(C)(C)C
  /	?
COC(=O)c1ccc(C(=O)OC)c(NC(=S)N2CCN(c3ccccn3)CC2)c1
  20	5%
COc1ccc(O)c(/C=N/N=C/c2cccc([N+](=O)[O-])c2)c1
  /	?
O=C(Cc1ccc([N+](=O)[O-])cc1)c1c(O)cc(O)cc1O
  /	?
N/C(CN1CCCC1=O)=N\OC(=O)c1ccc(Cl)cc1
  7	10%
CCN(CC)CCNC(=O)c1ccc(Sc2ccc(Cl)cc2)c(NC(C)=O)c1
  1	0%
Cc1ccc(Cc2cnc(NC(=O)/C(C#N)=C/c3ccc(-c4cccc([N+](=O)[O-])c4)o3)s2)cc1
  -3	0%
COc1ccc(C2=NN(C(=O)CCC(=O)O)C(c3ccc(OC)cc3)C2)cc1 (stereo not drawn)
  3	0%
COC(=O)c1ccc(Cn2cnc3c(cnn3-c3ccc(Cl)cc3)c2=O)o1
  /	22%

Four of these compounds, reformatted.
Lipid storage S3 cell count max | Lipid storage S3 | SMILES
/ | ? | CCOc1ccc(NC(=O)CN(C)C(=O)c2nc3nc(C)cc(C)n3n2)cc1OCC
7 | 10% | N/C(CN1CCCC1=O)=N\OC(=O)c1ccc(Cl)cc1
/ | ? | CC(C)C[C@H](NC(=O)c1[nH]cnc1C(=O)Nc1ccccc1)C(=O)OC(C)(C)C
3 | 0% | COc1ccc(C2=NN(C(=O)CCC(=O)O)C(c3ccc(OC)cc3)C2)cc1 (stereo not drawn)

(listing goes on)
Screens in order: Lipid storage S3 cell count max	Lipid storage S3
COc1ccccc1C(O)(C(=O)NN(C)c1ccccc1)c1ccccc1OC
  -3	7%
Oc1ccc(C[C@H]2CNCCN2CCc2cc(C(F)(F)F)cc(C(F)(F)F)c2)cc1
  /	?
CN(C)C(=O)CSc1nnc2sc3ccccc3n12
  /	?
O=C(C1CC1)N1CCc2cc(S(=O)(=O)NCCCN3CCCCC3)ccc21
  /	i
Cc1nn(-c2cc(N3CCOCC3)ccc2N)c(=O)c2ccccc12
  4	i
COCCCNc1nc2c(-c3cccc(C(F)(F)F)c3)nnn2c2ccccc12
  /	?
COc1ccc(CNc2nc3ccccc3n2Cc2ccc(C)cc2)cc1OC
  1	-4%
COc1ccc2[nH]cc(CCNC(=O)C3CCCO3)c2c1 (stereo not drawn)
  17	8%
Cn1c2ccccc2c2ncn(Cc3ccco3)c(=O)c21
  /	?
O=C(c1ccccc1)c1ccc(N2CCN(C(=O)c3cccc(F)c3F)CC2)c(F)c1
  /	?
COc1ccccc1N1CCN(C2CC(=O)N(c3cccc(Br)c3)C2=O)CC1 (stereo not drawn)
  /	?
CCN1CCN(C(=O)CS(=O)(=O)Cc2nc(-c3cccc(OC)c3)oc2C)CC1
  /	?
COc1ccc(S(=O)(=O)c2cnc3ccc(OC)cc3c2N2CCC3(CC2)OCCO3)cc1
  /	?
Cc1ccccc1NC(=O)C(C)OC(=O)CNS(=O)(=O)c1ccc(C#N)cc1 (stereo not drawn)
  /	?
CCN(CC)CC#CC(O)(c1ccccc1)c1ccccc1
  20	12%
CC(C)N(Cc1ccccc1)C(=O)COC(=O)c1ccc(O)cc1
  /	?
O=c1/c(=C/c2ccccn2)sc2n1CN(c1ccccc1)CN=2
  -1	17%
C[C@H]1[C@H](C)CC[C@]2(C)CC[C@]3(C)C(=CC(=O)C4[C@@]5(C)CC[C@H](O)C(C)(C)C5CC[C@]43C)[C@H]12 (stereo partly drawn)
  /	?
Cc1ccccc1-n1c(=O)cc(NCc2ccc3c(c2)OCO3)[nH]c1=O
  /	i
O=S(=O)(Nc1cccc(-n2cnnn2)c1)c1cc(Cl)ccc1Cl
  /	?
CC(C)NC(=O)COC(=O)c1ccc(S(=O)(=O)N2CCCC2)cc1
  3	-2%
Cc1nc2sccc2c(=O)n1-c1cccc(Cl)c1
  /	?
COc1ccc2cc3c(N)nn(C(=O)c4ccc(F)cc4)c3nc2c1
  /	?
O=C(c1cccc([N+](=O)[O-])c1)N1CC2C3C=CC(C3)C2C1 (stereo not drawn)
  10	0%
CC(C)Oc1nc(-c2ccccc2O)nc2ccccc12
  /	?
COc1cc(/C=N/NC(=O)CC#N)cc(Br)c1O
  /	?
COc1ccc(N2CCOCC2)c(NC(=O)COc2cccc(C)c2)c1
  /	?
Cc1cccc(C(=O)OCc2cc(=O)oc3c(C)c(C)ccc23)c1O
  6	i
NNC(=O)CNC(c1ccccc1)c1cc(Br)ccc1NC(=O)c1ccc(Br)cc1 (stereo not drawn)
  16	22%
Cn1nc(C(=O)OCc2ccccc2F)c2ccccc2c1=O
  /	?

An excerpt of these results, field by field:
Cc1ccccc1-n1c(=O)cc(NCc2ccc3c(c2)OCO3)[nH]c1=O
  Lipid storage S3 cell count max: /	Lipid storage S3: i
O=S(=O)(Nc1cccc(-n2cnnn2)c1)c1cc(Cl)ccc1Cl
  Lipid storage S3 cell count max: /	Lipid storage S3: ?
CC(C)NC(=O)COC(=O)c1ccc(S(=O)(=O)N2CCCC2)cc1
  Lipid storage S3 cell count max: 3	Lipid storage S3: -2%
Cc1nc2sccc2c(=O)n1-c1cccc(Cl)c1
  Lipid storage S3 cell count max: /	Lipid storage S3: ?

Later entries
Screens in order: Lipid storage S3 cell count max	Lipid storage S3
COc1ccc(N2CCN(C(=O)CCNC(=O)Cn3ccc4ccccc4c3=O)CC2)cc1
  2	6%
CC(C)(C)C1CCC(=O)N(CCC#N)CC1 (stereo not drawn)
  /	i
CSc1cccc(NC(=O)C2CCCN(S(=O)(=O)c3cnc[nH]3)C2)c1 (stereo not drawn)
  -3	-9%
Clc1ccc(C2CC(c3cccs3)n3ncnc3N2)cc1Cl (stereo not drawn)
  /	?
Cc1cccc(NC(=S)N2CCC(NC(=O)c3ccco3)CC2)c1
  /	?
CCOc1ccccc1N1CCN(C(=O)c2cc3c(C)cc(C)cc3[nH]2)CC1
  10	-1%
COc1ccc(NS(=O)(=O)c2csc(C(=O)N3CCCC3)c2)cc1
  /	?
O=C1C2C3c4ccccc4C(c4ccccc43)[C@@H]2C(=O)N1c1nc(-c2ccccc2)cs1 (stereo partly drawn)
  0	25%
O=C(Nc1cccc(C(F)(F)F)c1)c1cc2ncc(Br)cn2n1
  /	i
CC1=NNC(=O)C1CCC(=O)N/N=C/c1ccc(C)cc1 (stereo not drawn)
  1	-2%
O=C(Nc1cccc(S(=O)(=O)NC2=NCCCCC2)c1)c1cccnc1Cl
  /	?
N#CCCN1CCCc2cc(N=Nc3ccc(C(F)(F)F)cc3)ccc21
  /	?
O=C(COC(=O)C1CC2CCCC(C1)C2=O)NNC(=O)c1ccc([N+](=O)[O-])cc1 (stereo not drawn)
  /	?
O=C(CN1C(=O)c2cccc3cccc1c23)NC1CCCC1
  /	?
Cc1ccc(SCC(=O)NN=C2CCN(C)CC2)cc1
  20	12%
NC(=O)C1CCCN(C(=O)CCCNC(=O)c2ccc(Cl)cc2)C1 (stereo not drawn)
  /	?
CCCC(=O)NCn1nnc(-c2ccc(Cl)cc2)n1
  /	?
CCc1cc(=O)oc2cc(C)cc(OCC(=O)NC3CCN(Cc4ccccc4)CC3)c12
  -6	-4%
COc1ccc(CCN(C)S(=O)(=O)c2ccc(Cl)nc2)cc1OC
  /	?
Cc1cc(C)nc(/N=C2\NC(=O)CC(C(=O)O)N2c2ccc(Cl)cc2)n1 (stereo not drawn)
  /	17%
COc1ccc(-c2ncccc2O)cc1
  /	?
Cc1cc(OCC(=O)N2CCC(C(=O)O)CC2)c2c(C)cc(=O)oc2c1
  /	?
Cc1cc(C(=O)CSc2n[nH]c(N)n2)c(C)n1-c1cccc(F)c1
  /	?
COc1ccc(CCNc2c([N+](=O)[O-])c(=O)oc3ccccc23)cc1OC
  /	?
COc1ccccc1NC(=O)CN(c1ccccc1)S(=O)(=O)c1ccccc1
  -22	-13%
CCOc1ccc(S(=O)(=O)NCCC(=O)NCC(c2ccco2)N2CCCCC2)cc1 (stereo not drawn)
  /	?
O=C(NCc1ccncc1)C(=O)NCc1ccncc1
  /	?
CC1=C(C(=O)Nc2ccccc2C(=O)N2CCC(C)CC2)SCCO1
  4	i
O=C(CN1C(=O)NC2(CCCC2)C1=O)OCCOc1cccc(Cl)c1
  /	?
COc1ccc(C2Nc3ccccc3C(=O)N2c2ccc(C)cc2)cc1COc1ccccn1 (stereo not drawn)
  /	?
O=C(O)c1cc(C(=O)O)cc(N2C(=O)CSC2=S)c1
  2	i
O=C(Cc1cnn(-c2ccccc2)c1)c1ccc(O)c(O)c1O
  /	i
CC(NO)/C(=N\O)c1cccs1 (stereo not drawn)
  /	?
O=C(Cn1c(NCCO)nc2ccccc21)NCC(F)(F)F
  /	3%
O=C(c1cccc(-n2cccc2)c1)N1CCN(S(=O)(=O)c2ccccc2)CC1
  /	29%
COc1cccc(NC(=O)c2cc3ccccc3o/c2=N\O)c1
  /	?
O=c1cc(O)nc(SCc2ccccc2)n1-c1ccc(Cl)cc1
  /	?
CCn1c(=S)sc2c(=O)n(CC(=O)Nc3ccccc3OC)c(C)nc21
  -29	i
O=C(CSc1nnnn1-c1ccccc1)Nc1nsc(-c2ccccc2)n1
  8	2%
O=S(=O)(/C=C/c1ccccc1)N1CCN(c2ccccc2)CC1
  -2	18%
CCCc1cc(=O)oc2cc(OCC(=O)Nc3ccccn3)ccc12
  /	?
COc1cccc2oc(-c3ccco3)cc(=O)c12
  /	?
O=C(O)c1ccc2ncsc2c1
  /	?
O=S(=O)(Nc1ccc2c(c1)nc1n2CCOC1)c1ccccc1
  /	i
CCOc1ccc2ccccc2c1/C=N\NC(=O)OC
  19	17%
Cc1cccc(NC(=O)CC2SC(=O)N(c3ccccc3)C2=O)c1 (stereo not drawn)
  /	?
Cc1cccc(C)c1NC(=O)COc1ccc2c(C)c(Cc3ccccc3)c(=O)oc2c1
  -6	-4%
COc1ccc(NS(=O)(=O)c2cccc3cccnc23)cc1Cl
  /	?
O=C(O)[C@H](CSCc1ccccc1)NS(=O)(=O)c1ccc(F)cc1
  /	?
O=c1[nH]c2c(s1)C(c1cccnc1)C1C3CCC(C3)C1S2 (stereo not drawn)
  6	17%
Cc1ccc(-n2c3c(cc(C(=O)NCCCN4CCOCC4)c2=O)C(=O)CC(C)(C)C3)cc1
  /	16%
CCc1ccccc1Nc1nc(N)nc(COC(=O)CCC(=O)c2ccc(F)cc2)n1
  /	?
CCOC(=O)N1CCN(C(=O)CSc2nc3c(cnn3-c3ccc(Cl)cc3)c(=O)[nH]2)CC1
  1	16%
COc1ccc(N2CCN(C(=O)Nc3ccccc3Cl)CC2)cc1
  6	12%
COc1ccc(NC(=O)c2cc(NC(=O)C3CCCCC3C(=O)O)ccc2N2CCOCC2)cc1 (stereo not drawn)
  -12	0%
Nc1ccc(-n2nncc2-c2ccco2)cc1
  /	13%
Clc1cnc(N/N=C/c2ccncc2)c(Cl)c1
  /	?
Cc1ccc(Nc2nc3nonc3[nH]c2=O)cc1Cl
  /	?

High-throughput results from PubChem.

Not all compounds are listed; the hit share may differ from the screen's.
